Bioassay records deposited in PubChem BioAssay by several laboratories.
Rtt109 HAT inh – inhibitors of C. albicans Rtt109/Vps75 HAT, primary screen, biochemical, ThioGlo CoA-SH fluorescence, plate reader; AID 540336, 2011; inhibition, % at 34.9 µM; purified Rtt109/Vps75, 4 h; 330,000 tested, 0.16% active; Histone acetyltransferase RTT109 (Candida albicans (strain SC5314 / ATCC MYA-2876)), …;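 active = inhibition of at least 50% in every replicate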
SUMO Mot1 rescue – yeast Mot1-301 growth rescue at high temperature, primary screen, SUMOylation pathway inhibitor project, S. cerevisiae, ATP luminescence, 38.5C; S. cerevisiae Mot1-301 growth rescue; percent above DMSO median, 100 means doubled; growth rescue, % at 18.8 µM; 320,000 tested, 1% active;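 active = every valid replicate shows activation above 250% relative to neutral control wells; inactive = the rest, any valid replicate at or below 250%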;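 also: OY570 slx delta 5 strain wells were the positive control but not used for scaling; some compounds called inactive have numbers as strong as hits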
PvdQ inh – P. aeruginosa PvdQ acylase inhibitors, primary screen, biochemical, fluorescence, plate reader and imaging, single point; PvdQ acylase [Pseudomonas aeruginosa LESB58]; purified PvdQ acylase; inhibition, % at 10 µM; 340,000 tested, 0.063% active; AID 488965, 2010; in the data active = inhibition above about 30%, passing the limit was not always enough;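 also: 0% = vehicle neutral wells and 100% = reference inhibitor wells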
CDK5 inh – inhibitors of human CDK5/p35 kinase, primary screen, biochemical, single concentration; Cyclin-dependent kinase 5 (Homo sapiens) + Cyclin-dependent kinase 5 activator 1 (Homo …; Recombinant CDK5/p35, ADP-Glo luminescence, 60 min; inhibition, % at 10 µM; 330,000 tested, 0.01% active;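 active = highest replicate inhibition of at least 50% and at least 75% of replicates reaching 50%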;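 also: plate controls were DMSO neutral control for no effect and GW8510 at 10 µM for full effect; many of its hits are not listed in these tables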
Target sequence (Q00535 whole entry, looked up): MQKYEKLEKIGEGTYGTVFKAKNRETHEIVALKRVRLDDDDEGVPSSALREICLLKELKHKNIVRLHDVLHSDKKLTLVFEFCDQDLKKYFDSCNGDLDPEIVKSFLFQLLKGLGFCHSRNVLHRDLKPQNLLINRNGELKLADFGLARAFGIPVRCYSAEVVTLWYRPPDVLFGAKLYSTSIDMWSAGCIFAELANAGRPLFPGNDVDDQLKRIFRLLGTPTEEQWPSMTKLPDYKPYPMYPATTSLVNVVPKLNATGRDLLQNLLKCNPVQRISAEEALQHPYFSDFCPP
Target sequence (Q15078 whole entry, looked up): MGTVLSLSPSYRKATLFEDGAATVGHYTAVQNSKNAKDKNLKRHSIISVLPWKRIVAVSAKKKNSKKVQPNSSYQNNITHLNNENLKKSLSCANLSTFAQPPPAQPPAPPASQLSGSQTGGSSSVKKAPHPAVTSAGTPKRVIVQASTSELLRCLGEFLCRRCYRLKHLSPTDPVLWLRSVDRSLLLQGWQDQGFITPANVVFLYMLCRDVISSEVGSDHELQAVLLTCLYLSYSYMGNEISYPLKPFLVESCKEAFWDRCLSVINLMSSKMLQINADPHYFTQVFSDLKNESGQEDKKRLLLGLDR
RTF Ca sens inh – cardiac RTF calcium sensitivity inhibitors, primary screen, biochemical, IANBD-TnC fluorescence, EC70 calcium | Troponin I, cardiac muscle (Homo sapiens) + Troponin T, cardiac muscle (Homo sapiens) + … | IANBD-labeled cardiac RTF, Ca2+ fluorescence | inhibition, % at 7.15 µM | 340,000 tested, 0.12% active | AID 493244, 2011;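 active = inhibition above the mean inhibition of all tested compounds plus 3 SD, cut at about 17% in these data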;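 also: assay run at fixed EC70 calcium of 1.6 mM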
PfHsp90 set2 – growth inhibition of PfHsp90-expressing yeast, primary screen, antimalarial PfHsp90 inhibitor project, S. cerevisiae, BacTiter-Glo luminescence, single point, set 2 | 310,000 tested, 0.32% active | AID 504621, 2011 | inhibition, % at 9.4 µM | BacTiter-Glo ATP, 48 h; yeast lacking PDR1 and PDR3 efflux regulators;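 active = every replicate shows inhibition above about 80%, whatever the replicate mean, limit read from the data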;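 also: 0% = DMSO neutral controls and 100% = 20 µM radicicol positive controls; yeast relying on Plasmodium falciparum Hsp90 in place of its own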
NSD2 inh – NSD2 histone methyltransferase inhibitors, primary screen, biochemical, AlphaScreen, single concentration, set 2; 310,000 tested, 0.54% active; Histone-lysine N-methyltransferase NSD2 (Homo sapiens), O96028; NSD2 peptide methylation, 120 min; inhibition, % at 12.5 µM; in the data active = inhibition above about 50%
Keap1-Nrf2 PPI – Keap1-Nrf2 protein-protein interaction inhibitors, primary screen, biochemical, fluorescence polarization, single point; Kelch-like ECH-associated protein 1 (Homo sapiens), Q14145; Keap1 Kelch-Nrf2 peptide fluorescence polarization, 1536-well; inhibition, % at 9.4 µM; 340,000 tested, 0.15% active; in the data active = inhibition above about 12%;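 also: human Keap1 Kelch domain with fluorescein labeled Nrf2 9mer peptide probe; 0% = neutral control wells and 100% = peptide positive control; higher means more block of Keap1 binding to Nrf2 peptide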
cardiac RTF act – cardiac RTF calcium sensitivity activators, primary screen, biochemical, IANBD-TnC fluorescence, EC20 calcium. Troponin I, cardiac muscle (Homo sapiens) + Troponin T, cardiac muscle (Homo sapiens) + …. IANBD-labeled TnC RTF fluorescence at EC20 calcium; 0% EC20 calcium, 100% full calcium. activation, % at 7.2 µM. 340,000 tested, 0.24% active. AID 493008, 2010;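 active = activation above the mean over all tested compounds plus 3 SD, cut at about 30% in these data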;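 also: rise in fluorescence read as greater calcium sensitivity of cardiac thin filaments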
C-LANA FP – inhibitors of KSHV C-LANA binding to DNA, primary screen, biochemical, fluorescence polarization, FAM-LBS DNA, MBP-C-LANA, single point; 340,000 tested, 0.078% active; Kaposi's sarcoma herpesvirus LANA C-terminal domain (residues 932-1162) DNA binding; inhibition, % at 9 µM;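 active = highest replicate inhibition at or above 60% at 9 µM, even if other replicates fall short; inactive = all replicates below 60% inhibition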;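 also: 0% = neutral control wells and 100% = 4 µM acridine orange control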
dFosB activator – activators of delta FosB homodimer, primary screen, biochemical, fluorescence polarization, TAMRA-CDK5 oligo, single point. purified delta FosB; percent of positive-control signal above neutral wells. activation, % at 25 µM. 340,000 tested, 0.99% active;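 active = mean activation above about 17%, with every replicate also reaching it, limit read from the data, passing the limit was not always enough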;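 also: fluorescence polarization rise as delta FosB binds a TAMRA Cdk5 AP-1 oligo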
Target sequence (P13346 whole entry, looked up): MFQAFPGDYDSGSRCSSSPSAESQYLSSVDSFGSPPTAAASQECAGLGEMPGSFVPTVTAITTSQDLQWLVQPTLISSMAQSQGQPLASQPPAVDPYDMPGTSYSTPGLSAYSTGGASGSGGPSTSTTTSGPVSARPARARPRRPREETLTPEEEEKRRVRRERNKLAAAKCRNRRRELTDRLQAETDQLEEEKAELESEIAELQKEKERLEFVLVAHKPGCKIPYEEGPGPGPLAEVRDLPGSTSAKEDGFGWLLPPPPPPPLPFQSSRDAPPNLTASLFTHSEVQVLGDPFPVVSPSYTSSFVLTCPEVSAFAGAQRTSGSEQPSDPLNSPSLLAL
* hit, by the source's call; i = inactive; nt = no result given.

SMILES	Rtt109 HAT inh	SUMO Mot1 rescue	PvdQ inh	CDK5 inh	RTF Ca sens inh	PfHsp90 set2	NSD2 inh	Keap1-Nrf2 PPI	cardiac RTF act	C-LANA FP	dFosB activator
Cc1ccc(NC(=O)c2ccc(OCc3c(C)noc3C)cc2)cc1C	-8	8	0	0.2	1	22	0	2	-3	1.0	-11
COc1ccc(/C=C2/Sc3ccc(C(=O)N4CCc5ccccc5C4)cc3NC2=O)cc1	-2	-20	2	-0.3	-3	-36	-1	-4	5	-1.8	1
Cc1[nH]n(-c2ccccc2)c(=O)c1C(C[N+](=O)[O-])c1ccc(Cl)cc1 (centres undefined)	2	nt	-8	-0.2	0	nt	100*	1	1	-0.7	-5
CCn1nc([N+](=O)[O-])c(C(C#N)c2nc3cc(C(F)(F)F)ccc3s2)c(Cl)c1=O (centres undefined)	2	1	5	0.8	19*	-10	54*	-1	-11	2.7	0
CC(OC(=O)CNC(=O)c1ccc(Cl)c([N+](=O)[O-])c1)C(=O)NCc1ccco1 (centres undefined)	3	2	-15	-4.2	-8	nt	2	0	3	-0.6	2
CC(COS(N)(=O)=O)Cc1ccc(C(F)(F)F)cc1 (centres undefined)	-5	-3	-2	2.4	6	-18	nt	-2	2	-2.8	9
CCCCCN(C(=O)NC(=O)NCCCC)S(C)(=O)=O	-3	-4	-13	0.6	13	-13	-1	-5	-4	-0.8	-2
C/C(=C\c1ccco1)C1C(C#N)=C(N)Oc2n[nH]c(-c3ccccc3)c21 (centres undefined)	19	-7	-6	-3.5	-1	-4	4	-2	-7	0.7	-1
CC(=O)c1ccc(S(=O)(=O)NCC(=O)N2CCN(C/C=C/c3ccccc3)CC2)cc1	22	28	-2	1.5	4	16	0	-5	3	-0.1	-6
Cc1cc(OCC(=O)NCCc2c[nH]c3ccccc23)c2c(C)c(C)c(=O)oc2c1	4	-12	7	0.7	1	-6	nt	0	-8	0.7	-7
O=C1C=CN2CCOCC2C1 (centres undefined)	3	-13	-6	-1.6	-2	16	nt	-2	-5	2.0	-1
Cc1cc(=O)[nH]c(N/N=C/CCc2ccccc2)n1	nt	-10	6	0.4	1	6	-3	-2	-4	-3.8	-5
COc1ccc(/C(C)=N/NC(=O)c2nc(C)cc(C)n2)cc1	49	-16	4	-0.5	3	0	-4	-3	3	-1.3	-6
COc1ccc(N=C2S/C(=C\c3ccc(N4CCOCC4)o3)C(=O)N2CCc2c[nH]c3ccccc23)cc1	-1	14	-8	1.4	-28	4	nt	-5	32*	0.9	-17
CCOC(=O)c1cc2ccccc2n1CC(=O)c1ccccc1	-2	2	-7	0.4	3	3	-2	2	-5	4.0	4
O=C(COc1ncnc2cc([N+](=O)[O-])ccc12)N(CCc1ccccc1)Cc1ccccc1	0	-7	-7	-0.7	-4	2	1	-1	3	0.9	-11
COc1ccccc1C(=O)Nc1ccnn1C1CCN(C)CC1	-7	-3	-9	1.1	-7	-80	3	-3	-3	-0.4	3
CCn1nnc2cc(C(=O)Nc3cccc(S(=O)(=O)N(C)C)c3)ccc21	2	-17	-6	0.9	-2	-1	0	-4	1	0.9	-10
CCCNC(=O)C1CC(=O)N(c2ccc(OCC)cc2)C1 (centres undefined)	9	-14	0	0.0	-6	nt	1	-4	-6	-1.2	1
O=C(CN(c1ccc(Br)cc1)S(=O)(=O)c1ccc(Cl)c([N+](=O)[O-])c1)NCC1CCCO1 (centres undefined)	-2	nt	-10	-1.4	-3	-6	-1	-3	0	-0.5	-11
CS(=O)(=O)N(CC(=O)N1CCCC1)c1cccc(Cl)c1	3	-7	20	0.1	-2	14	-5	4	-2	0.5	-2
COc1ccc(-c2csc3ncnc(N4CCN(c5ccccc5OC)CC4)c23)cc1	8	-11	12	0.3	7	-31	-7	-1	3	-2.5	-8
O=C(c1ccc(Cl)cc1)C1CCN(C(=O)c2ccccc2F)CC1	1	nt	-10	0.6	0	-25	7	-3	-1	-0.3	-4
Oc1cc2c(cc1CN1CCN(c3ncccn3)CC1)OCO2	21	i	-11	-0.4	-5	14	1	1	-5	0.1	-2
CC1CN(CC(=O)Nc2ccc([N+](=O)[O-])cc2Br)CC(C)O1 (centres undefined)	1	1	-3	-0.6	-6	25	1	-3	5	-2.8	-2

Retrieved one by one from the entries so far (6):
SMILES	Rtt109 HAT inh	SUMO Mot1 rescue	PvdQ inh	CDK5 inh	RTF Ca sens inh	PfHsp90 set2	NSD2 inh	Keap1-Nrf2 PPI	cardiac RTF act	C-LANA FP	dFosB activator
C/C(=C\c1ccco1)C1C(C#N)=C(N)Oc2n[nH]c(-c3ccccc3)c21 (centres undefined)	19	-7	-6	-3.5	-1	-4	4	-2	-7	0.7	-1
CC1CN(CC(=O)Nc2ccc([N+](=O)[O-])cc2Br)CC(C)O1 (centres undefined)	1	1	-3	-0.6	-6	25	1	-3	5	-2.8	-2
CCOC(=O)c1cc2ccccc2n1CC(=O)c1ccccc1	-2	2	-7	0.4	3	3	-2	2	-5	4.0	4
COc1ccc(/C(C)=N/NC(=O)c2nc(C)cc(C)n2)cc1	49	-16	4	-0.5	3	0	-4	-3	3	-1.3	-6
CC(OC(=O)CNC(=O)c1ccc(Cl)c([N+](=O)[O-])c1)C(=O)NCc1ccco1 (centres undefined)	3	2	-15	-4.2	-8	nt	2	0	3	-0.6	2
Cc1[nH]n(-c2ccccc2)c(=O)c1C(C[N+](=O)[O-])c1ccc(Cl)cc1 (centres undefined)	2	nt	-8	-0.2	0	nt	100*	1	1	-0.7	-5

Returning to the listing, repeating the 2 entries before the break.
SMILES	Rtt109 HAT inh	SUMO Mot1 rescue	PvdQ inh	CDK5 inh	RTF Ca sens inh	PfHsp90 set2	NSD2 inh	Keap1-Nrf2 PPI	cardiac RTF act	C-LANA FP	dFosB activator
Oc1cc2c(cc1CN1CCN(c3ncccn3)CC1)OCO2	21	i	-11	-0.4	-5	14	1	1	-5	0.1	-2
CC1CN(CC(=O)Nc2ccc([N+](=O)[O-])cc2Br)CC(C)O1 (centres undefined)	1	1	-3	-0.6	-6	25	1	-3	5	-2.8	-2
O=C(COc1ccc2c(c1)OCO2)Nc1ccc2c(c1)oc1ccccc12	1	nt	-1	-0.3	-5	1	-1	-7	-10	-0.1	81*
COc1cc(N2C(=O)CC3(CCCC3)CC2=O)cc(OC)c1OC	6	-24	10	0.9	-8	-1	-3	0	-1	1.0	2
CCn1cc(CNCc2cn(C)nc2-c2ccc(C3CCCCC3)cc2)cn1	2	nt	-14	-2.8	-1	-32	1	3	8	1.9	3
COC(=O)Nc1ccc(S(=O)(=O)N2CCC(C(=O)N3CCCCC3C)CC2)cc1 (centres undefined)	-1	11	-25	-3.2	-15	-2	14	-6	6	0.7	7
CC(C)n1nc(C(=O)Nc2nc3ccccc3[nH]2)c2ccccc2c1=O	4	-10	-12	-0.5	-6	-2	3	-3	7	-0.2	13
Cc1ccccc1CNC(=O)Cn1cnc(S(=O)(=O)N2CCCC2)c1	1	3	3	0.5	-9	-11	-2	-3	1	-0.5	-8
Cc1ccccc1-c1noc(C2CCCCC2)n1	-4	-1	-3	-1.9	3	-6	-2	1	0	-0.4	-2
S=c1[nH]nc(CSCCOc2ccccc2)o1	0	-16	11	-1.5	1	2	0	-4	-5	0.5	-3
Cc1ccc(N/N=C/C=C/c2ccco2)cc1	3	161	-4	-0.3	0	-9	-2	1	-7	-1.2	-7
CCCC(=O)Nc1ccc(S(=O)(=O)N2CCC(c3nc4ccccc4[nH]3)CC2)cc1	-16	2	-19	2.6	4	9	0	-2	1	-0.4	-8
CCOc1ccc(/C(O)=C2\C(=O)C(=O)N(CCOCCO)C2c2ccccc2OC)cc1 (centres undefined)	6	4	-5	-1.3	-10	6	11	1	-1	0.9	7
Cc1ccc(C23CC4CC(CC(NC(=O)NCCN(C)C)(C4)C2)C3)cc1	10	-1	-10	1.6	0	1	6	0	12	-1.5	8
CCOc1ccc(OCCCC(=O)O)cc1	4	nt	-12	2.9	-10	-5	0	-1	-2	2.1	-3
CCOc1ccc(NCC(=O)c2ccc(C)cc2)cc1	27	-6	9	-2.8	2	13	3	0	-1	-2.5	-2
Cc1ccc(OCC(=O)Nc2ccc(S(=O)(=O)N3CCCC3)cc2)cc1	10	250	-14	-0.5	-5	6	-6	-2	-8	0.7	-13
O=C(NCc1cccs1)C1CCCN(S(=O)(=O)c2cccs2)C1 (centres undefined)	-3	-1	-9	-0.8	-2	-4	-6	-4	1	-2.3	-7
COCC(C)NC(=O)c1nn(Cc2ccccc2)c(=O)c2ccccc12 (centres undefined)	0	-21	-10	-2.6	0	-4	-2	-2	-4	-1.4	-4
O=C(NCc1ccc(F)cc1)C1CCC(CNc2c(N3CCOCC3)c(=O)c2=O)CC1 (centres undefined)	-7	-11	-2	0.0	0	7	2	3	1	-0.4	-8
OC(COCC1COc2ccccc2O1)CN1CCN(c2ccccc2)CC1 (centres undefined)	4	109	4	0.2	-7	20	6	6	-4	-1.7	0
CCOc1ccc(NC(=O)CN(C)C(=O)c2ccc(NC3CC3)c([N+](=O)[O-])c2)cc1OCC	15	3	-13	-0.1	2	26	7	-1	-3	1.3	-4
CCCc1cc(=O)[nH]c(SCC(=O)N(CCOC)c2c(N)n(Cc3ccccc3)c(=O)[nH]c2=O)n1	4	-6	-13	-0.4	-16	nt	-1	-3	2	1.7	-5
CCOC(=O)c1sc(-c2cccc(C(F)(F)F)c2)nc1O	-4	5	27	1.2	0	-25	-3	-3	2	-0.7	0
